# NR2E3 ag-1 = activates human photoreceptor nuclear receptor NR2E3 | Q9Y5X4 | GST-NR2E3/biotin-RetCOR TR-FRET, 1536-well | inhibition of corepressor binding, % at 4.78 µM | actives 0.12% (n = 320,000) | AID 2300;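 active = percent inhibition above the cutoff of mean plus 3 SD of all tested compounds, set per screening campaign, cut at about 20% in these data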;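 also: 0% = DMSO wells and 100% = biotin wells as full block of FRET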
# Target sequence (Q9Y5X4 whole entry, looked up): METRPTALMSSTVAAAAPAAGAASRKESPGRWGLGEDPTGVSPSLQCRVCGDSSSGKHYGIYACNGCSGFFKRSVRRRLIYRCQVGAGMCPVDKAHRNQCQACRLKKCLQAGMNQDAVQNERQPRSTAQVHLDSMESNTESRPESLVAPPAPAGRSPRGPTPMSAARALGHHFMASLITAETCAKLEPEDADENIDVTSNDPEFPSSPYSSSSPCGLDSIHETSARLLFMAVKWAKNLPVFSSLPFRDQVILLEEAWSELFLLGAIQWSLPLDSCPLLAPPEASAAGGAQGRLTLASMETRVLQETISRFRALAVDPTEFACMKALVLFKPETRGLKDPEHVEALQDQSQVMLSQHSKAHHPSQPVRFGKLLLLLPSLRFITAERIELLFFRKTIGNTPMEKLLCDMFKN
#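 System: GST-NR2E3 and biotin-RetCOR proteins; probe or stimulus: 7 nM biotin-RetCOR; doses: compound at 4.8 µM, single dose; schedule: Compound–protein incubation for 5 h at 4 °C; detection: time-resolved FRET; read-out: percent inhibition; controls: biotin wells as high control, 0.6% DMSO wells as low control; format: 1536-well plates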
# CF NFkB inh = inhibitors of cystic fibrosis induced NF-kB | KKLEB NF-kB-GFP reporter, PAF-induced, GFP fluorescence overnight | AID 588850 | actives 0.86% (n = 360,000) | inhibition, % at 5 µM;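 active = at least 50% inhibition at 5 µM, scaled per plate between neutral and stimulator controls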;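 also: PAF is a Pseudomonas aeruginosa culture filtrate used as stimulus; plate controls were PAF-stimulated DMSO wells for no effect and unstimulated DMSO wells for full effect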
# HIF-2a inh = HIF-2a inhibition; 786-0 RCC cells HIF-2a reporter, luciferase luminescence, overnight; inhibition, % at 18.8 µM; actives 0.72% (n = 360,000); AID 624352;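 active = inhibition of the luminescence signal of 40% or more relative to plate controls, in a single-dose primary screen at 18.75 µM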
# NR2E3 ag-2 = human photoreceptor-specific nuclear receptor agonism | AID 602229 | Q9Y5X4 | actives 0.35% (n = 360,000) | inhibition of corepressor binding, % at 3.98 µM | CHO-S Gal4-NCOR/VP16-NR2E3 two-hybrid, luciferase;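 active = inhibition above the mean of all tested compounds plus 3 SD, cut at about 70% in these data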;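 also: 0% = DMSO with NR2E3 transfected cells and 100% = cells lacking NR2E3 construct; higher means lower luciferase signal from less NR2E3 corepressor binding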
# TRPM1 prom inh = inhibitors of MITF-driven TRPM1 promoter in melanoma cells. inhibition, % at 12.5 µM. SK-MEL-5 TRPM1 promoter luciferase, 24 h. actives 0.83% (n = 330,000);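 active = mean inhibition across replicates of 60% or more, whatever share of single replicates reaches that level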; also: values of inactives mirror those of a sister screen read the other way
# Peg3 prom inh = reduces Peg3 promoter-driven luciferase expression in HeLa; AID 588405; HeLa PEG-Prom luciferase reporter, luminescence, overnight; actives 1.7% (n = 360,000); inhibition, % at 20 µM;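 active = inhibition of at least 50% at 20 µM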
# Shn3 3UTR inh = Schnurri-3 reporter inhibition in Clone20 osteoblasts. inhibition, % at 12.5 µM. actives 0.52% (n = 360,000). Clone20 osteoblast Shn3 3'UTR firefly luciferase, 24 h;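 active = mean inhibition of at least 75% with every replicate also reaching 75%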;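 also: 0% = median of neutral control wells and 100% = pilot-screen positive control compound; some compounds past the cut are filed as inactive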
# KKLEB cytotox = CF airway cell cytotoxicity counter-screen; KKLEB CF airway cells viability, ATPlite luminescence, overnight; active compounds read low; cells stimulated with P. aeruginosa culture filtrate; activity change (cytotoxicity), % at 5 µM; actives 0.36% (n = 360,000); AID 602141;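 active = corrected activity change at or below -50% at 5 µM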
# TWEAK-Fn14 inh = inhibitors of TWEAK-Fn14 interaction signaling; TWEAK-stimulated Fn14 reporter cells, luciferase luminescence, 8 h; inhibition, % at 10 µM; actives 2% (n = 360,000); AID 1159606; in the data active = inhibition above about 50%
# aDG glyco up = alpha-DG glycosylation activation. actives 0.22% (n = 360,000). Pro5-aDG cells, alpha-DG glycosylation AlphaScreen (IIH6); 0% Pro5, 100% B10-LARGE cell signal. AID 624168. activation, % at 10 µM;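 active = activation of at least 8% versus controls, or a plate z-score of at least 8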;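 also: Pro5 are CHO cells carrying HIG-tagged alpha-DG that lacks glycosylation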
# hiPSC survival = increases survival of single human iPS cells. hiPSC single-cell survival, ATPlite luminescence; 100% = ROCK inhibitor wells, 0% = DMSO. survival enhancement, % at 20 µM. actives 0.044% (n = 360,000). AID 602274; in the data active = survival enhancement above about 18%;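 also: cells exposed to compounds for 16 hours before the ATP read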
# The depositor's hits bear a star; / = not tested or not shown.
SMILES,NR2E3 ag-1,CF NFkB inh,HIF-2a inh,NR2E3 ag-2,TRPM1 prom inh,Peg3 prom inh,Shn3 3UTR inh,KKLEB cytotox,TWEAK-Fn14 inh,aDG glyco up,hiPSC survival
Cc1ccccc1N=C1NC(=O)/C(=C/c2cccn2C)S1,-1,8,0,-32,-1,10,5,1,-2,-0.2,-0.5
COc1ccc(CN2CCN(S(=O)(=O)c3ccccc3)CC2)c(OC)c1,-1,-14,-3,-8,-4,16,9,6,10,0.8,-0.7
OC[C@@H]1CN(Cc2cccnc2)C[C@H](n2cnc3c(N4CCOCC4)ncnc32)O1,/,4,4,-35,/,1,8,-2,-11,0.2,0.0
CCN(CC)C(=O)CSc1nc(COc2ccccc2)nc2ccccc12,1,21,-4,0,-7,5,-6,-9,-8,0.5,-0.6
O=C(CN1CCN(S(=O)(=O)c2ccccc2)CC1)Nc1cccc(C(F)(F)F)c1,4,-11,16,2,0,9,11,-3,-9,1.4,0.4
Cc1ccccc1OC(=O)n1c(=S)oc2cc(Cl)ccc21,-1,8,-2,-59,-3,-1,-10,-12,4,0.2,0.5
CCCc1cc(=O)n2[nH]c(-c3ccc(Br)cc3)cc2n1,2,-12,-269,-109,-52,-219,-62,2,-21,0.1,0.5
CCCCOc1cccc(OCC(=O)Nc2nc3ccccc3[nH]2)c1,-3,-12,1,3,-8,-2,-22,3,11,0.0,2.2
Cc1cccc(CN2CCSc3sccc3C2=O)c1,2,-28,0,-1,-17,-3,-14,15,3,0.0,0.0
COc1cc(/C=C\C(=O)NCc2ccc3c(c2)cc(C)n3C)cc(OC)c1OC,3,-35,6,-23,/,-4,0,2,-14,0.1,-3.4
CN(Cc1ccccc1)C(=O)CN1C(=O)COc2ccc(S(=O)(=O)N3CCCC3)cc21,1,-23,7,8,-7,5,10,-2,-5,0.0,-0.4
CCOC(=O)/C=C/c1nc(C(=O)OCC)c(C)c(=O)[nH]1,1,-6,-13,-20,-1,-18,-20,-2,2,0.0,1.6
O=C1c2ccccc2C(=O)N1/N=C/c1ccc(O)c(O)c1,-3,-42,10,18,-6,9,-18,3,-22,0.1,0.4
COc1cc(C(=O)NC2CC(C)(C)Cc3c2cnn3-c2ccccc2)cc(OC)c1OC (stereo not drawn),4,0,-5,-31,3,-18,14,-4,-14,0.3,-0.4
CCN(CC(=O)Nc1cccc(OC)c1)CC(=O)Nc1ccccc1C,0,11,12,11,5,18,8,6,-15,-0.1,0.2
CCN1C(=O)[C@H]2[C@H]3CN=C(SCc4ccccc4)N3[C@@](C)(C(=O)OC)[C@H]2C1=O,/,-1,2,-17,7,12,-8,16,2,0.0,-0.6
CC(NC(=O)C1CCN(C(=O)Nc2ccccc2)CC1)c1ccccc1 (stereo not drawn),-3,1,9,21,-1,5,3,3,5,0.1,-0.4
COC(=O)C1=C(C(=O)OC)C(c2ccc(OC)c(OC)c2)c2sc(=O)[nH]c2S1 (stereo not drawn),4,6,23,-14,7,4,9,-6,-1,-0.2,-0.3
C[C@@H](OC(=O)c1[nH]cnc1C(=O)N1CCN(C(=O)OC(C)(C)C)CC1)c1ccccc1,/,-3,3,-16,5,-11,3,5,-7,0.5,-0.6
Cc1cccc(NC(=O)CN2CCN(C(=O)c3oc4c(Cl)cccc4c3C)CC2)c1C,-3,9,20,20,15,33,6,-11,2,-0.2,-0.5
CCOC(=O)N1CCN(Cc2nc(N)nc(Nc3ccc(C)cc3)n2)CC1,3,-3,-18,4,4,4,1,3,-6,0.1,1.0
O=C(CCN1C(=O)c2ccc([N+](=O)[O-])cc2C1=O)Nc1ccccc1C(=O)O,0,-12,10,-17,10,13,7,-6,0,-0.2,-0.1
CN(C)C(=O)CSc1nnc(-c2cnccn2)n1C,-1,2,6,-27,-8,13,7,15,-25,-0.2,-1.4
Cc1ccc(C)c(S(=O)(=O)NCC(=O)N2CCCC2)c1,2,20,17,-13,-14,7,5,-2,15,0.0,-0.8
COC(=O)Nc1ccc(S(=O)(=O)N2CCCC(C(=O)NC3CCCCC3)C2)cc1 (stereo not drawn),-1,1,23,-11,8,13,4,-4,7,-0.1,-0.8
Cc1cccc(N2CC(O)(c3cccs3)[N+]3=C2CCCC3)c1C (stereo not drawn),3,-7,22,-3,-7,0,90*,1,-11,0.0,-0.8
O=C(NCc1ccccn1)c1coc(=O)c(Br)c1,-3,-16,14,4,13,22,-1,15,8,0.0,-1.8
Cc1cc(C(=O)CSc2n[nH]c(N)n2)c(C)n1-c1ccc(F)cc1,-2,21,-143,-21,-44,-139,-2,6,2,0.2,-0.1
CCn1c(CCc2nc3ccccc3[nH]2)n[nH]c1=S,3,-10,15,-9,5,13,-7,8,14,-0.4,0.9
O=C(O)Cc1csc(NC(=O)CSc2cccc(C(=O)O)n2)n1,-4,0,14,-4,/,3,/,10,1,0.1,0.5
CCOCC(=O)Nc1cc(-c2cn3cccnc3n2)ccc1C,4,6,-47,-6,-3,4,13,-8,7,-0.1,4.6
COc1ccc(S(=O)(=O)N2CCc3ccccc32)cc1C(=O)NCCc1ccccn1,3,20,15,8,-5,14,3,-20,16,0.3,0.5
COc1ccc(C(=O)NN2C(=O)C3CCC(C)(C2=O)C3(C)C)cc1 (stereo not drawn),5,4,13,-6,3,1,-52,-2,5,-0.2,-1.8
CCOC(=O)c1cnn(-c2ccccc2)c1-n1cccc1C(=O)C(=O)Nc1ccc(F)cc1,0,9,2,-14,-2,12,1,2,2,0.0,0.5
COCCSc1ccccc1C(=O)Nc1ccncc1,3,8,-2,-17,5,16,7,4,6,-0.1,-2.3
Cc1cccc(-c2nnc3n2N=C(c2ccccc2)CS3)c1,-1,-3,1,-14,-1,32,-19,-12,4,0.6,5.7
Cc1cc2c(c(=O)n1CCc1ccccc1)C(C(C)C)C(C#N)=C(N)O2 (stereo not drawn),1,7,10,-33,-28,7,25,0,14,0.2,-2.4
O=C(NCC1CCN(Cc2ccccc2F)CC1)C1CCCN(c2ncnc3c2nc2n3CCCCC2)C1 (stereo not drawn),0,19,9,-7,14,-9,7,-12,-31,0.1,-0.5
CC(=O)n1ccnc1,3,7,10,-1,3,-1,1,-14,5,0.0,-0.2
O=C(CN1C(=O)NC2(CCCCCCC2)C1=O)Nc1ccc(Br)cc1Br,-2,-2,11,2,-34,25,4,-14,0,0.0,0.1
O=C(Cn1cc(S(=O)(=O)Cc2ccccc2)c2ccccc21)N1CCOCC1,3,6,5,-19,6,6,-1,22,-10,-0.2,-0.3
Cc1cc(C(=O)CSc2nnc(-c3cccnc3)n2-c2ccccc2F)c(C)n1CC1CCCO1 (stereo not drawn),-2,11,6,-1,-5,-6,-16,-6,1,0.7,1.8
C[C@@H]1CN([C@@H](C)CO)S(=O)(=O)c2ccc(Br)cc2O[C@@H]1CN(C)Cc1cccnc1,/,-6,7,-17,/,1,-15,-1,-19,0.0,1.5
Cc1oc2cc3oc(=O)c(CCC(=O)N[C@H](C(=O)O)C(C)C)c(C)c3cc2c1C,-2,9,-34,-14,5,2,-20,-4,-6,-0.1,1.2
O=C1NC2(CCCCC2)C(=O)N1CCN1C(=O)c2ccccc2C1=O,5,-3,13,-21,7,18,2,4,-1,-0.1,-0.4
COc1cc2c(cc1NS(=O)(=O)N1CCCCC1)oc1ccccc12,6,9,4,3,-6,29,6,-4,13,0.0,2.2
Cc1ccc(NC(=S)N(CCCN2CCOCC2)Cc2cccnc2)cc1C,-1,26,3,-15,-3,8,-1,7,26,-0.1,0.2
O=C(Nc1nc(-c2cccs2)cs1)C1=COCCO1,-1,-10,-230,-130,-60,-306,-103,-7,-10,0.2,-0.3
O=C(NCCc1ccc2c(c1)OCCO2)c1cc(S(=O)(=O)N2CCCC2)ccc1Br,/,-5,-2,3,10,-3,4,3,16,0.5,-0.4
CCOc1ccc(S(=O)(=O)N2CCCC(C(=O)NCc3cccnc3)C2)cc1C (stereo not drawn),5,-14,7,-12,24,20,-10,10,30,0.3,0.1
Cc1ccc(-n2c(O)cnc2Nc2nc(C)cc(C)n2)cc1,5,2,-10,1,3,8,-4,-14,-8,-0.1,0.6
CCN(C(=O)Cn1nnc(-c2ccccc2)n1)C1CCS(=O)(=O)C1 (stereo not drawn),0,10,14,8,-2,8,14,3,11,0.2,-0.5
N#Cc1ccsc1NC(=O)c1cccc([N+](=O)[O-])c1,-3,16,-15,-30,-8,-38,19,-6,-9,0.2,-0.7
COc1ccc(/C=C/C(=O)OCC(=O)NC2CCCCCC2)cc1,/,9,11,-11,/,2,-9,8,5,0.1,0.1
O=C(O)/C=C/c1ccc2ccccc2n1,2,2,9,22,-6,-5,-8,-11,-9,-0.1,-1.9
O=c1cc(CSc2nnc(COc3ccc(Cl)cc3)o2)c2ccccc2[nH]1,-4,15,29,-25,-3,21,9,-2,8,0.4,1.0
Nc1cccc(C(=O)Nc2cccc3ncccc23)c1,3,-10,17,22,0,6,-2,13,4,0.1,-0.3
CS(=O)(=O)Nc1ccccc1C(=O)NCCSc1ccc(Cl)cc1,/,-12,14,-27,-2,29,7,-6,-1,0.0,0.4
Cc1cc(C)nc(N/N=C/c2ccc([N+](=O)[O-])o2)n1,3,6,-13,-22,29,-20,-14,-1,0,1.6,0.8
Fc1ccc(-c2cc(-c3cccs3)cc(-c3ccccc3)n2)cc1,2,10,-8,9,1,15,4,-6,-9,0.1,-0.2

# The final 2 records of the part before come first, to join the parts.
SMILES,NR2E3 ag-1,CF NFkB inh,HIF-2a inh,NR2E3 ag-2,TRPM1 prom inh,Peg3 prom inh,Shn3 3UTR inh,KKLEB cytotox,TWEAK-Fn14 inh,aDG glyco up,hiPSC survival
Cc1cc(C)nc(N/N=C/c2ccc([N+](=O)[O-])o2)n1,3,6,-13,-22,29,-20,-14,-1,0,1.6,0.8
Fc1ccc(-c2cc(-c3cccs3)cc(-c3ccccc3)n2)cc1,2,10,-8,9,1,15,4,-6,-9,0.1,-0.2
O=C(/C=C/c1ccc(Cl)c([N+](=O)[O-])c1)Nc1ccc(NC(=O)c2ccco2)cc1,/,9,-13,-3,3,61*,-2,0,-18,-0.6,0.5
O=S(=O)(N[C@H](CO)c1ccccc1)c1ccc(Br)cc1F,/,-5,-1,-20,-1,5,-8,7,8,0.0,-1.6
Nc1nccc(N2CCCCC2)n1,/,1,8,-16,/,4,4,13,-9,0.1,2.3
Cc1cccc(NC(=O)CN(C)S(=O)(=O)c2cccc3cccnc23)c1,3,10,4,11,6,-4,-5,-13,5,-0.1,-1.0
Brc1cc2ccccc2[n+](Cc2ccccc2)c1,0,-18,18,-58,-4,13,-4,-2,0,0.3,-1.9

# Not a hit list; any-hit rate near 4.4%.
